Source: PubChem BioAssay (several laboratories)
SUMO1-SIM PPI = modulators of human SUMO1-mediated protein-protein interactions | P63165 | SUMO1 binding to a labelled peptide, TR-FRET, 1 h | inhibition, % at 20 µM | hit rate 0.33% among 360,000 | AID 602429; in the data active = inhibition above about 37%
DNMT1 block = DNMT1 (human) enzyme inhibition; inhibition (reported as % activation of signal), % at 10 µM; DNMT1 molecular beacon, Hinp1I cleavage, fluorescence; hit rate 0.83% among 360,000; P26358; in the data active = inhibition above about 50%
CSN inh = inhibitors of human CSN-mediated cullin deneddylation. Purified CSN, SCF-Nedd8-OG deneddylation, fluorescence polarization. inhibition, % at 12.5 µM. hit rate 0.38% among 360,000;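 active = pattern-corrected inhibition above about 35%, with an unprinted fluorescence ratio check between 0.5 and 1.5, limit read from the data, passing the limit was not always enough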;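 also: 0% = enzyme with substrate and 100% = substrate without enzyme; some results filed as inactive read as strong as hits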
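Material: purified human Csn5 enzyme expressed in HEK293T cells / Medium: Tris buffer pH 7.5, NaCl, DTT, Tween-20, trehalose, ovalbumin / Compound dosing: 12.5 µM single point / Schedule: 90 min incubation of compound, enzyme and substrate at room temperature / Signal: fluorescence polarization of the substrate / Control set: no-enzyme wells high, enzyme-with-substrate wells low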
PABP1 MLLE inh = blocks PAM2 peptide binding to the PABP1 MLLE domain | hit rate 0.36% among 360,000 | inhibition, % at 20 µM | P11940 | GST-MLLE / FITC-PAM2 fluorescence polarization; in the data active = inhibition above about 35%, passing the limit was not always enough;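 also: plate controls were DMSO wells with GST-MLLE for no effect and wells lacking GST-MLLE protein for full effect; some results filed as inactive read as strong as hits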
NadD inh = blocks S. aureus nicotinate mononucleotide adenylyltransferase | purified NadD enzyme, colorimetric absorbance read-out | inhibition, % at 20 µM | hit rate 0.78% among 360,000 | AID 602399; in the data active = inhibition above about 26%; also: some compounds past the cut are filed as inactive
STEP block = inhibitors of human striatal-enriched phosphatase STEP; recombinant STEP, OMFP fluorogenic substrate, fluorescence; inhibition, % at 20 µM; hit rate 0.25% among 360,000;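 active = inhibition at 20 µM, scaled per plate between control wells, above about 37%, limit read from the data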;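 also: 0% = DMSO with enzyme and substrate and 100% = substrate only without enzyme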
Target sequence (P54829 whole entry, looked up): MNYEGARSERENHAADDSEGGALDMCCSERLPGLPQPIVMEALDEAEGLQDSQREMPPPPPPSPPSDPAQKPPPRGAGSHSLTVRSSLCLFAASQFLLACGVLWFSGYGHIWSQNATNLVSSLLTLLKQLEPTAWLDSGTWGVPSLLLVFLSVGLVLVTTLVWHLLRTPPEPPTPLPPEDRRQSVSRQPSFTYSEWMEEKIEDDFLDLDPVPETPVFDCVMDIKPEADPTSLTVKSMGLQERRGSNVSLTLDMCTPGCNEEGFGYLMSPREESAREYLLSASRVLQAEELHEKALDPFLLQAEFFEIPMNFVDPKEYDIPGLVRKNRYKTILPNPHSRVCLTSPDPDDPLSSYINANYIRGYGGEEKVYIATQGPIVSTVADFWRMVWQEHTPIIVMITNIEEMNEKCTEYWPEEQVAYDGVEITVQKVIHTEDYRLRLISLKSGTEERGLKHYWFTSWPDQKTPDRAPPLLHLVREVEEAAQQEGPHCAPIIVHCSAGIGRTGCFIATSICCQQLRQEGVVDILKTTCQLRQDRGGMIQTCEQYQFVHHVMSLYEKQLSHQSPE
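Assay system: isolated STEP enzyme / Timing: 20 min at room temperature, dark / Doses: 20 µM, 1% DMSO / Technique: fluorescence intensity, excitation 480 nm, emission 540 nm / Reagent: fluorogenic phosphatase substrate OMFP at 25 µM final / Measure: percent inhibition scaled to no-enzyme and uninhibited-enzyme controls, plate-pattern corrected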
Rpn11 block = Rpn11 (human) deubiquitinase inhibition. O00487. human 26S proteasome, Ub4-pepOG fluorescence polarization; 20S core pre-blocked with epoxomicin. calls only at 20 µM. hit rate 0.59% among 360,000;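 active = inhibition at 20 µM, scaled to each plate's controls, above about 33%, limit read from the data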
Target sequence (O00487 whole entry, looked up): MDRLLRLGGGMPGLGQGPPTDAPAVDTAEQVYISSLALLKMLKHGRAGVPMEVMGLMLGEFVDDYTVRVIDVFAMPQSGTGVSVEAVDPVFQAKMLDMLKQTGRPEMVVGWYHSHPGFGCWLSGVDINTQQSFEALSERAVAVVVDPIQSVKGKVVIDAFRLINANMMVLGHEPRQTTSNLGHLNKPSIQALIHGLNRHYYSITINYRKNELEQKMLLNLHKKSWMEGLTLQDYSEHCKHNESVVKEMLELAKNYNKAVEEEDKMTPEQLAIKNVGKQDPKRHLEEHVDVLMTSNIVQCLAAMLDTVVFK
LMPTP block = blocks human LMPTP phosphatase | P24666 | recombinant LMPTP-A, OMFP fluorogenic substrate, fluorescence intensity | inhibition, % at 20 µM | hit rate 0.22% among 360,000 | AID 651560;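 active = compounds that cut the enzyme signal by at least half of the control window in the single-dose screen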;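 also: plate controls were DMSO wells with enzyme plus substrate for no effect and substrate without enzyme for full effect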
Target sequence (P24666 whole entry, looked up): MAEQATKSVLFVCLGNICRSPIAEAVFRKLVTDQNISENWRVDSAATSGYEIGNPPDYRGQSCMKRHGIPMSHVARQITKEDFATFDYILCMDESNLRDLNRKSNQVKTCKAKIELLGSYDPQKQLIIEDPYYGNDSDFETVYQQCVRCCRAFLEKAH
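Test system – LMPTP-A phosphatase enzyme · Quantity – 0.625 nM LMPTP-A final · Reagent – OMFP substrate, 400 µM final · Dosing – one test concentration per compound, 20 µM, with 3% DMSO overall · Timing – 50 min enzyme reaction at room temperature, protected from light · Detection – fluorescence intensity · Controls – substrate-only low control, DMSO enzyme-plus-substrate high control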
Scp1 inh = Scp-1 (human) phosphatase inhibition; Q9GZU7; Recombinant Scp1, phosphopeptide, malachite green phosphate absorbance; inhibition, % at 20 µM; hit rate 0.88% among 340,000; AID 493091;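 active = inhibition above about 50% at 20 µM, limit read from the data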;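 also: plate controls were DMSO wells with enzyme for no effect and wells lacking enzyme for full effect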
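Material: truncated SCP-1 phosphatase (76-261aa) / Buffer or medium: 50 mM Tris acetate pH 5.5, 0.005% Tween-20, 10 mM MgCl2 / Compound dosing: one concentration, 20 µM, with 1.0% DMSO / Incubation: 45 min room-temperature reaction, 5 min colour, 30 min stabiliser / Detection: colorimetric free-phosphate detection, absorbance 630 nm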
Tb MetRS inh = blocks T. brucei methionyl-tRNA synthetase activity; purified T. brucei MetRS, ATP depletion, Kinase-Glo luminescence; inhibition, % at 11.9 µM; hit rate 0.4% among 360,000; AID 624268;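 active = inhibition above a per-plate cutoff of the control wells' mean inhibition plus 3 SD, cut at about 5.5% in these data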;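 also: 0% = DMSO wells median and 100% = median of wells with control inhibitor compound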
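Material – parasite MetRS enzyme · Medium – HEPES-MgCl2-KCl buffer plus DTT, spermine, BSA, pyrophosphatase · Reagent – ATP, methionine and E. coli bulk tRNA substrates · Times – 15 min enzyme-compound preincubation, 2 h reaction, 10 min detection, 25 °C · Measured by – luminescence of leftover ATP · Evaluation – percent inhibition relative to median high and low control wells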
An asterisk follows results filed as active; i = inactive; · = no result given.

SMILES	SUMO1-SIM PPI	DNMT1 block	CSN inh	PABP1 MLLE inh	NadD inh	STEP block	Rpn11 block	LMPTP block	Scp1 inh	Tb MetRS inh
COC(=O)c1ccc(COC(=O)c2ccc(C)c(S(=O)(=O)N3CCCCC3)c2)cc1	7	1	-1	0	-1	2	i	3.3	-3	-0.6
O=C(O)CSCC(=O)NCc1ccccc1	-7	1	3	15	2	-1	i	0.1	-1	-1.9
Nc1ccccc1SCc1ccccc1	-3	1	2	4	5	-2	i	-0.3	-21	-0.6
CCOc1ccc(-n2cnnn2)cc1S(=O)(=O)N1CCCCC1	0	-2	0	-3	2	-2	i	-0.9	0	0.4
Cc1c(N(C)S(=O)(=O)c2cccc(C(=O)NCC3CCCO3)c2)c(=O)n(-c2ccccc2)n1C (centres undefined)	-2	-3	-1	1	-3	3	i	-0.7	13	-0.4
O=C1Cc2cc(S(=O)(=O)N3CCNCC3)ccc2N1	-1	-5	-2	-6	1	-2	i	-0.9	-10	-0.2
S=C1NCN(Cc2ccccc2)CN1	0	6	1	-137	-5	0	i	-2.1	1	1.4
CN(C)c1ccc(/C=C(/NC(=O)c2ccccc2)C(=O)N/N=C/c2ccc([N+](=O)[O-])c(O)c2)cc1	-3	1	1	-6	41*	2	i	-0.3	36	-0.1
Cc1cc(C)cc(NC(=O)CSc2nnc(Cc3cccn3C)n2-c2ccc(F)cc2)c1	4	-2	8	-7	2	4	i	1.0	-4	0.7
Cc1cc(C(=O)N2CCC2(C)C(=O)NS(=O)(=O)c2cccc(OC(F)F)c2)nn1C (centres undefined)	1	1	0	9	7	1	i	-2.0	·	-0.3
COc1ccc(CNC(=O)C2(C)Cc3c(-c4ccc(C(N)=O)cc4)ccnc3O2)cc1OC (centres undefined)	2	2	0	8	-3	0	i	0.3	·	-0.3
CCc1ccc(-n2cc(-c3ccc(F)cc3)[n+]3c2SCCC3)cc1	0	4	-19	2	8	-2	i	1.7	12	0.0
CC1=CC(C)(C)N(C(=O)Nc2ccccc2)c2ccccc21	-2	0	-3	16	1	3	i	0.3	2	0.0
CC(=O)c1sc(-c2ccc(F)cc2)cc1NS(=O)(=O)c1ccccc1	0	1	1	2	2	0	i	-1.7	0	-0.6
CC(Oc1ccc(F)cc1)C(=O)Oc1ccc(N(C)S(=O)(=O)c2ccccc2)cc1 (centres undefined)	-1	0	1	-9	-2	0	i	2.3	-5	-0.5
CC(C)[C@H](NS(=O)(=O)c1ccccc1)C(=O)OCn1nnc2ccccc2c1=O	-7	1	-1	-2	-3	2	i	-0.7	-6	-0.4
O=C(Nc1ccc(S(=O)(=O)N2CCCCC2)cc1)C1CCN(C(=O)c2ccco2)CC1	1	1	1	9	-1	-1	i	-0.8	-1	0.4
Cc1nc(N2CCN(C(=O)c3ccco3)CC2)c2oc3ccccc3c2n1	-5	-2	4	-7	-6	-3	i	-0.7	-3	-0.5
CCOc1ccc(N(CC(=O)Nc2ccc(C)cc2)S(=O)(=O)c2c(C)noc2C)cc1	-1	3	1	-9	-5	-4	i	-0.8	-15	-0.7
COc1ccc(-c2[nH]nc3c2C(c2ccccc2OC(=O)N2CCOCC2)C(C#N)=C(N)O3)cc1 (centres undefined)	2	-7	0	-20	-1	0	i	-0.1	-4	0.3
Cc1cc(=O)oc2cc(OCC(=O)OCC(=O)NC(=O)NC(C)C)ccc12	2	0	10	1	2	-2	i	-0.2	5	-0.1
O=C(COC(=O)CCS(=O)(=O)c1ccccc1)Nc1cc(S(=O)(=O)N2CCCCC2)ccc1Cl	3	-2	-2	-14	2	-3	i	0.7	-2	-0.2
Cc1ccn2cc(CNC(=O)c3cccs3)nc2c1	-2	1	5	-11	12	1	i	0.9	-1	-0.8
O=C(CSc1nncc2ccccc12)N1CCOCC1	2	-6	-4	42*	3	2	i	0.3	-8	-0.7
O=C(NCCCN1CCOCC1)c1cc(C(=O)C2CCCCC2)c[nH]1	-1	1	-6	-3	3	1	i	-0.7	-3	-0.1
O=C(CN1C(=O)NC(c2ccccc2)(c2ccccc2)C1=O)N1CCN(c2ccc(F)cc2)CC1	-6	-1	3	-9	5	-2	i	1.2	-8	0.6
Cc1ccc(NC(=O)/C(=C/c2cccc([N+](=O)[O-])c2)NC(=O)C2CCCCC2)cc1	-7	4	-5	11	3	0	i	-1.5	-3	0.0
COC(=O)c1ccc(C(=O)OC)c(NC(=O)Nc2ccc3c(c2)OCO3)c1	-3	-2	1	-13	-3	-1	i	-1.9	-8	0.1
CN1CCN(C(=O)C2CC(c3c(F)cccc3Cl)=NO2)CC1 (centres undefined)	2	0	-2	-1	2	-1	i	-0.8	-6	-0.3
COc1ccc(/C=N/NC(=O)c2ccccc2OC)cc1COc1ccc(C)cc1	1	8	4	17	-1	2	i	-0.6	-8	-0.3
COC(=O)c1onc(-c2ccccc2)c1C(=O)OC	1	2	-2	-3	-4	2	i	-0.9	-10	-0.4
NSc1nc(N)c2nc(-c3ccccc3)c(-c3ccccc3)nc2n1	8	8	-4	-20	24	8	i	9.3	13	-0.8
Cc1sc2ncnc(SCC(=O)N3CCCCC3)c2c1C	4	2	-1	4	-1	0	i	0.0	-1	0.1
Nc1c(Br)c(=O)[nH]c(=O)n1-c1ccc(F)cc1	-6	0	2	-16	-5	2	i	-1.2	-7	-0.2
CC(C)Cn1nc(NS(=O)(=O)c2cccc3nonc23)c2cc3ccccc3nc21	-18	-3	-2	6	10	0	i	0.2	1	0.6
COc1ccc(CNC(=O)COc2cc3c(c4oc(=O)cc(C)c24)CCC(C)(C)O3)cc1	7	-2	-2	-2	-5	3	i	3.8	4	0.6
CCOC(=O)Cn1c(=NC(=O)C(C)C)sc2c(C)cc(C)cc21	3	-2	-6	5	-6	2	i	2.8	-6	-0.6
Cc1ccc(CNC(=O)C2CCC(CNc3nc(=S)[nH]c4ccccc34)CC2)cc1 (centres undefined)	3	22	-10	-104	13	0	i	0.3	9	-0.3
O=C(NCCCCc1ccccc1)c1ccccc1Br	2	1	2	-3	3	0	i	0.4	-3	0.1
COc1ccc(C(=O)N2CCN(Cc3nc(CC4CC4)no3)CC2)cc1	-2	-3	-1	13	-5	-2	i	-1.5	-5	-0.1
Cc1ccc(NC(=O)CS(=O)CC(=O)N(C2CCCC2)C(C)C(=O)NC2CCCCC2)cc1 (centres undefined)	2	0	4	11	5	0	i	-0.7	-3	0.0
CCC(=O)NC1(C(F)(F)F)C(=O)NC(C)=C1C#N (centres undefined)	-4	-2	6	-11	-3	1	i	0.8	-1	0.2
CC1CCC(n2c(=S)[nH]c3ccccc3c2=O)CC1 (centres undefined)	0	-2	-1	-42	6	0	i	0.5	-18	-0.9
COc1ccc(C)cc1S(=O)(=O)N(CC(=O)Nc1ccc2c(c1)OCCO2)Cc1ccccc1	1	-6	-1	3	-1	-2	i	2.5	-6	0.3
Cc1ccc(CO/N=C/C2=C(Cl)c3ccccc3CC2)cc1	1	2	2	17	2	3	i	2.7	-16	-1.1
O=C(CN1CCC(NC(=O)C2CC2)CC1)Nc1cccc(F)c1	-5	1	1	5	-8	0	i	-1.4	-2	0.3
Cc1ccc(C(=O)N2CCCCCC2)cc1S(=O)(=O)Nc1ccccc1	0	-2	-3	-11	0	-2	i	-0.6	-2	-0.3
O=C1CCC([N+](=O)[O-])C(C2CC=CCC2)N1 (centres undefined)	-2	6	1	-9	0	-1	i	-1.0	0	1.7

NadD inh, hit marks shown above
SMILES	SUMO1-SIM PPI	DNMT1 block	CSN inh	PABP1 MLLE inh	NadD inh	STEP block	Rpn11 block	LMPTP block	Scp1 inh	Tb MetRS inh
CN(C)c1ccc(/C=C(/NC(=O)c2ccccc2)C(=O)N/N=C/c2ccc([N+](=O)[O-])c(O)c2)cc1	-3	1	1	-6	41*	2	i	-0.3	36	-0.1

(continued)
SMILES	SUMO1-SIM PPI	DNMT1 block	CSN inh	PABP1 MLLE inh	NadD inh	STEP block	Rpn11 block	LMPTP block	Scp1 inh	Tb MetRS inh
CCN(c1ccccc1)S(=O)(=O)c1ccc2c(c1)OCCO2	1	-1	-3	11	-1	-2	i	-0.8	-6	-0.2
CSc1cc(C)nc(NC(C)=O)n1	-1	4	0	2	-2	-4	i	-0.2	0	-0.7
CCOc1ccc(C(=O)NCC(=O)Nc2ccc3c(c2)OCO3)cc1OCC	-3	-10	-5	14	-1	0	i	0.8	-8	-0.2
O=C1CN(C(=O)COC(=O)c2cnc(Cl)c(Cl)c2)c2ccccc2N1	3	2	6	2	2	2	i	-0.8	-8	-0.4
CCOc1ccc(-c2noc(-c3cccnc3)n2)cc1OCC	-3	3	2	-3	-2	2	i	0.1	-18	-0.4
CCCN1CCN(CCCNC(=O)CCn2nc(-c3ccccc3)ccc2=O)CC1	3	2	3	4	-2	0	i	0.9	-14	-0.1
Cc1nn(C)c(C)c1CN(C)C(=O)CCCC(=O)O	0	11	1	-2	4	-1	i	-1.1	-10	-1.2
Cc1ccc(Cn2cc(-c3ccccc3)nn2)cc1	6	10	-2	-8	-3	-1	i	0.8	-10	-0.1
O=C1NC(=S)S/C1=C/c1ccc(N2CCOCC2)o1	-15	-4	118*	-88	3	-7	·	5.1	16	0.1
CC(C)c1ccc(C(=O)Nc2nnc(S(=O)(=O)N3CCCCC3)s2)cc1	6	3	-3	-15	4	-2	i	-2.1	-8	-0.1
CC1CCC(NS(=O)(=O)c2ccc(Cl)nc2)CC1 (centres undefined)	-4	0	-3	21	-10	-2	i	-0.8	-2	-0.5
CCc1ccc(N(CC(=O)NCc2ccco2)C(=O)CCC(=O)Nc2nccs2)cc1	2	-2	2	-10	-4	2	i	-1.4	-5	0.1
O=C(CSc1nnc2ccc(-c3cccnc3)nn12)Nc1ccccc1	-27	0	1	-1	0	1	i	-0.8	7	-0.5

Record cards, from the list above. Order of values: SUMO1-SIM PPI, DNMT1 block, CSN inh, PABP1 MLLE inh, NadD inh, STEP block, Rpn11 block, LMPTP block, Scp1 inh, Tb MetRS inh
CCOc1ccc(C(=O)NCC(=O)Nc2ccc3c(c2)OCO3)cc1OCC is listed with -3, -10, -5, 14, -1, 0, i, 0.8, -8, -0.2
O=C1CN(C(=O)COC(=O)c2cnc(Cl)c(Cl)c2)c2ccccc2N1 is listed with 3, 2, 6, 2, 2, 2, i, -0.8, -8, -0.4

Random draw from the library; about 3.6% have a hit in one of these screens.
